# Screens deposited in PubChem by several laboratories.
# Ba/F3 V617F tox: lowers viability of Ba/F3 cells expressing EpoR and JAK2V617F; AID 1446; 220,000 tested, 1.1% active; inhibition, % at 5.6 µM; ATP luminescence;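 active means inhibition above the campaign mean plus 3 SD over all tested compounds, cut at about 24% in these data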;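 further: cytokine-independent growth of Ba/F3 cells driven by EpoR plus mutant JAK2; 0% = DMSO-treated cells and 100% = JAK inhibitor I control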
# PERK inhibitor: human PERK inhibition, primary cell-based screen; Q9NZJ5; AID 1416; CHO PERK-DD fusion, SEAP luminescence translation reporter; inhibition, % at 5.6 µM; 220,000 tested, 0.17% active;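 active means inhibition above the mean inhibition of all tested compounds plus 3 SD, set separately per screening campaign, cut at about 2.9% in these data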;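 further: PERK kinase domain activated by AP20187 dimerizer at 100 nM; 0% = DMSO with dimerizer and 100% = rapamycin at 8.4 µM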
# m-calpain inh: calpain II (pig) inhibition; AID 1236; 220,000 tested, 0.37% active; inhibition, % at 16 µM; purified calpain II, fluorogenic peptide substrate, 30 min;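 active means inhibition above about 50%, limit read from the data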
# TRPML3 agonist: activates the human TRPML3 channel; Q8TDD5; HEK293 TRPML3-YFP, Fluo-8 calcium fluorescence; 100% = the carbachol control signal; activation, % at 3 µM; 220,000 tested, 0.29% active; AID 1448;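 active means activation above its plate's cutoff, the mean activation of the plate's test wells plus 3 SD, cut at about 12% in these data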;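 further: 0% = DMSO only wells and 100% = carbachol wells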
# Target sequence (Q8TDD5 whole entry, looked up): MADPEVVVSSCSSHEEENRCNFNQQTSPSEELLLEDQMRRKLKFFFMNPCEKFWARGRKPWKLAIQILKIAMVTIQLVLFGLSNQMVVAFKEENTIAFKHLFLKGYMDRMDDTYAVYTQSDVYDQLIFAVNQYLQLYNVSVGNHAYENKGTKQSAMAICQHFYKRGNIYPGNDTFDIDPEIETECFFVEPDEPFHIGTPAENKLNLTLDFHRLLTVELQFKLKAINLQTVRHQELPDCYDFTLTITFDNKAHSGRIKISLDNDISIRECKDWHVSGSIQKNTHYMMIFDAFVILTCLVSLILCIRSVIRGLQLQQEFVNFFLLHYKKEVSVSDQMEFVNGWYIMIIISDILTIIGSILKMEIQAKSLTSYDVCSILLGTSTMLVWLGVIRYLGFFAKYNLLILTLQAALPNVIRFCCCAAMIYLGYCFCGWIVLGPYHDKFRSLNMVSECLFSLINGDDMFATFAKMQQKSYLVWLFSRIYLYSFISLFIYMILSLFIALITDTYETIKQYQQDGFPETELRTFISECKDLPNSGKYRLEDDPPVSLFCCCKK
#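 system = HEK293 cells stably carrying human TRPML3-YFP | doses = one concentration, 3 µM nominal, 0.3% DMSO | timing = dye loading 1 h 37 °C then 30 min ambient, 125 s read | detection = Fluo-8 calcium dye fluorescence, ex 470-495, em 515-575 nm | benchmarks = high control carbachol 87 µM, low control DMSO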
# S1P4 ag: human S1P4 receptor agonism; O95977; S1P4-expressing cell line, agonist reporter assay; activation, % at 4.98 µM; 220,000 tested, 0.35% active; in the data active means activation above about 11%;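 further: 0% = DMSO vehicle and 100% = reference agonist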
# Target sequence (O95977 whole entry, looked up): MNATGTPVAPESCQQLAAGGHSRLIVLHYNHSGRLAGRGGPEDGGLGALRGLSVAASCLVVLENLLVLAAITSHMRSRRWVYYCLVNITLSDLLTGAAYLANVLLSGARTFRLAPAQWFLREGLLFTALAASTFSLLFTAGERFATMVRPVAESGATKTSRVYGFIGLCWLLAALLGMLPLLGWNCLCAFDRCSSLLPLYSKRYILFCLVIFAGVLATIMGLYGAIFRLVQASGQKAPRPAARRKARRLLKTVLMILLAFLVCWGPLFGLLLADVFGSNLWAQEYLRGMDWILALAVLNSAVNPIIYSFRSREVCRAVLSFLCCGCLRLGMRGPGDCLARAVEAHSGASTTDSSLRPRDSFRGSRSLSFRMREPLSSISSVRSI
# zfTRPN1 agonist: activates the zebrafish TRPN1 channel | 220,000 tested, 0.18% active | HEK293 zebrafish TRPN1-YFP, Fluo-8 calcium fluorescence; 100% = response to 87 µM carbachol | activation, % at 3 µM;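 active means activation above its plate's cutoff, the mean activation of test wells on that plate plus 3 SD, cut at about 19% in these data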;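 further: 0% = DMSO alone and 100% = 87 µM carbachol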
#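 Control set: carbachol 87 µM as high control, DMSO as low control; system: HEK293 stable line with zebrafish TRPN1-YFP; read-out: % activation versus carbachol response; detection: intracellular calcium fluorescence with Fluo-8; doses: single test compound dose, 3 µM nominal, 0.3% DMSO; schedule: dye 1 h 37 °C plus 30 min RT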
# EP2 mod: modulates human prostaglandin E2 receptor EP2 signaling; P43116; induction, % at 25 µM; 260,000 tested, 0.83% active; AID 940; EP2-expressing cells, cAMP HTRF FRET, PGE2 co-stimulation;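 active means compounds whose cAMP rise, as percent of the full-agonist control response, exceeds 60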;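 further: rat C6 glioma line stably carrying human EP2 under a CMV promoter; the protocol text gives 20 µM as final concentration; 100% = response of wells given 1 µM PGE2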
# S1P4 antag: human S1P4 receptor antagonism | 220,000 tested, 0.26% active | inhibition, % at 4.98 µM | S1P4-expressing cells, antagonist mode, reporter read-out; in the data active means inhibition above about 29%;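 further: 0% = wells stimulated with agonist and 100% = vehicle wells without agonist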
# BaF3 tox: parental Ba/F3 viability inhibition as JAK2V617F counter-screen | CellTiter-Glo ATP luminescence | inhibition, % at 5.6 µM | 220,000 tested, 1.1% active | AID 1486;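 active means inhibition above a per-campaign cutoff, the mean inhibition of all tested compounds plus 3 SD, cut at about 27% in these data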;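 further: 0% = DMSO wells and 100% = JAK Inhibitor I control wells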
# Numbers without * were called inactive; i = inactive; & = joins results of further samples. Hits appear at their usual frequency (roughly 3.6% active in at least one column).
SMILES,Ba/F3 V617F tox,PERK inhibitor,m-calpain inh,TRPML3 agonist,S1P4 ag,zfTRPN1 agonist,EP2 mod,S1P4 antag,BaF3 tox
Cc1c(C(=O)OC(C)C(C)C[N+](C)(C)C)oc2ccccc12 (centres undefined),1,0.1,-27,-0.3,-2.3,0.3,3&10,-14,4
CCCCSc1nc(C)[nH]c1[N+](=O)[O-],-1,0.4,-3,0.4,0.6,-0.2,7,-2,4
CC1CCCCN1C(=O)Cc1ccc(F)cc1 (centres undefined),-5,-0.3,3,0.6,0.9,-1.0,-7,2,-2
OCc1ccccc1NC(=S)Nc1cccnc1,0,-0.3,2,1.2,1.1,-0.1,8,-11,6
O=C(CCN1CCOCC1)N/N=C/c1cc(Br)cc(Br)c1O,-5,0.2,-201,0.4,1.3,0.6,-23,-12,-1
CCC1CCCCN1C(=O)COC(=O)c1ccc(S(=O)(=O)N2CCOCC2)cc1 (centres undefined),6,-0.6,-17,0.5,-0.9,-0.1,9,-9,0
Cn1c2c(c(=O)n(C)c1=O)C1c3cc(Cl)ccc3OCC1CO2 (centres undefined),0,0.9,-26,0.0,-0.9,0.0,12,8,5
CN(CC(=O)NC(c1ccccc1)c1ccccc1)Cc1nc2ccccc2c(=O)[nH]1,-2,-0.5,3,-0.5,2.8,0.1,-2,-1,5
c1ccc2c(NC3C4CC5CC(C4)CC3C5)nc(N3CCOCC3)nc2c1 (centres undefined),0,-0.3,-109,-1.1,0.6,-2.9,39,-13,7
COc1cc(NC(=O)c2cccs2)c(OC)cc1NC(=O)CCC(=O)Nc1ccc2ncccc2c1,3,-0.1,-60,-0.7,-3.0,0.1,-51,-34,1
Cc1nc2ccccc2n1/C(=N/S(=O)(=O)c1ccc(Br)cc1)c1ccccc1,-1,-0.1,26,1.2,1.8,-0.6,15,-16,6
COc1ccccc1-n1cc(-c2ccc([N+](=O)[O-])cc2)[nH]c1=S,-2,0.1,-2,0.6,-0.2,-1.4,-49,-6,0
O=C1NC(c2ccccc2)=C(c2ccc3ccccc3n2)C(c2ccc(F)cc2)N1 (centres undefined),-2,-0.2,-21,-0.9,2.2,0.2,16,-10,5
C/C(=N\Nc1ncc(Cl)cc1Cl)c1ccc2c(c1)OCO2,-2,0.6,-20,-0.1,2.4,-0.1,-9,-12,1
CN(CCc1ccccn1)C(=O)CCNC(=O)Cn1cnc2ccccc2c1=O,-2,1.2,-7,0.7,-1.4,-2.5,10,-26,5
CS(=O)(=O)NCCn1ccc2ccccc21,3,0.1,43,0.5,2.6,0.4,-4,-6,3
CC(C)CN(CC(C)C)S(=O)(=O)N1CCC(C(=O)NCc2cccs2)CC1,1,-0.9,17,-0.2,1.6,0.1,-15,-15,2
COC(=O)c1cc(NS(=O)(=O)c2ccc(N3CCOCC3)c([N+](=O)[O-])c2)cc(C(=O)OC)c1,2,-0.3,15,-0.6,-0.6,0.8,26,3,5
COc1ccccc1OCCOc1ccc(/C=C2/C(=N)N3OC(C)=CC3=NC2=O)cc1OC,2,0.5,-265,-0.1,-2.2,1.4,5,-16,4
COc1ccc(CCNC(=O)CCCCCN2C(=O)c3ccccc3C2=O)cc1,0,1.0,21,0.1,-3.0,1.4,-36,6,5
O=C(N/N=C/C(Cl)=C/c1ccc([N+](=O)[O-])cc1)C(=O)Nc1ccc(C(=O)O)cc1,-1,-0.5,-8,-0.5,1.3,-1.1,21,2,-4
Oc1c(CN2CCCCC2)cc(Br)c2cccnc12,44*,0.4,-34,1.0,1.9,0.3,-8,5,27*
CCc1cccc2c1NC(=O)C2(O)CC(=O)c1cccs1 (centres undefined),-1,-0.7,-3,1.0,0.8,1.1,5,-11,-2
O=C1Nc2ccccc2N(O)N1c1ccc(S(=O)(=O)Nc2ccccn2)cc1,1,0.7,0,0.1,0.7,-0.5,24,5,8
COc1ccc(NC(=O)Nc2ccc3c(c2)CCC3)cc1OC,2,0.7,3,-1.9,0.2,-0.2,11,-4,4
O=C(Nc1c(F)cccc1F)c1cnc(N2CCN(c3ccccn3)CC2)c2ccccc12,1,-2.6,-21,2.0,2.1,-0.8,-21,1,6
CC(C)Cn1c(N2CCN(CC(=O)Nc3ccc(Cl)cc3)CC2)nc2ccccc21,-3,-0.1,-24,-0.9,2.9,-0.7,-25,-8,11
CC(C(=O)NCc1ccc2c(c1)OCO2)c1ccc([N+](=O)[O-])cc1 (centres undefined),-3,0.5,-5,1.0,-2.2,-0.3,8,-4,5
CCC(Sc1ccc(C(=O)O)cc1)C(=O)O (centres undefined),-3,-0.1,-14,0.1,0.8,1.7,36,-6,5
O=C(NCc1ccco1)c1cc(-c2cccs2)nc2ccccc12,-3,-0.1,-240,0.2,1.6,1.7,-1,1,3

# Reformatted tab-delimited: entries from further up
molecule	Ba/F3 V617F tox	PERK inhibitor	m-calpain inh	TRPML3 agonist	S1P4 ag	zfTRPN1 agonist	EP2 mod	S1P4 antag	BaF3 tox
O=C(NCc1ccco1)c1cc(-c2cccs2)nc2ccccc12	-3	-0.1	-240	0.2	1.6	1.7	-1	1	3
Oc1c(CN2CCCCC2)cc(Br)c2cccnc12	44*	0.4	-34	1.0	1.9	0.3	-8	5	27*

# Carrying on:
SMILES,Ba/F3 V617F tox,PERK inhibitor,m-calpain inh,TRPML3 agonist,S1P4 ag,zfTRPN1 agonist,EP2 mod,S1P4 antag,BaF3 tox
Nc1[nH][nH]c(=O)c1N=Nc1cccc(Cl)c1,-1,0.5,-13,-0.6,-2.1,-0.7,-13,2,4
COC(=O)c1ccc(CSc2nc(N3CCOCC3)c3c(c2C#N)CC(C)(C)OC3)o1,1,0.4,-17,1.0,-0.2,0.8,17,-8,9
O=C(O)c1ccccc1SCC(=O)N1CCOCC1,5,-0.7,9,0.0,-1.2,-0.3,0,-11,1
CC(C)(C)c1csc(NC(=O)c2ccncc2)n1,-8,0.5,-10,3.4,-0.1,5.1,-38,-9,1
CCOc1ccc(C2=Nn3c(nnc3-c3ccc(OC)cc3)SC2)cc1,73*,-0.3,6,0.0,-0.6,0.0,24,-28,57*
CCOC(=O)C(C)(C)N(Cc1cccc(C)c1)S(=O)(=O)c1cccc([N+](=O)[O-])c1,-1,0.1,29,12*,-3.5,-1.7,36,8,2
CC(CCO)Nc1nc2c(c(=O)n(C)c(=O)n2C)n1Cc1cccc(Br)c1 (centres undefined),-2,-0.4,-8,0.8,0.7,-1.0,26,-26,2
CCN1CCN(C(=S)Nc2ccc(Cl)cc2Cl)CC1,3,1.2,-17,0.8,-0.8,0.4,-9,-13,8
O=C(Nc1nnc(C(F)(F)F)s1)c1cccnc1,-4,1.0,1,0.6,-0.7,-1.1,7,1,0
S=C(Nc1cccc(Cl)c1Cl)N1CCC2(CC1)OCCO2,3,-0.9,25,0.4,-0.8,0.8,-21,-7,30*
Cc1ccc(NC(=O)CN2C(=O)N/C(=C/c3cccn3-c3ccc(C(=O)O)cc3)C2=O)cc1,-8,0.4,9,0.3,1.3,-1.2,5,-12,0
COC(=O)c1sccc1NC(=O)COc1ccc(F)cc1Cl,2,-0.5,13,0.7,-2.0,0.9,4,-21,4
CN1CCN(S(=O)(=O)c2cccc(C(=O)Nc3sc4c(c3C(N)=O)CCCC4)c2)CC1,1,-0.1,-49,1.0,0.1,-0.1,-16,-39,5
CCOC(=O)c1c(NC(=O)CSc2ncn[nH]2)sc(C)c1C,6,-0.3,0,-0.7,-0.9,-1.5,39,-4,5
CCOc1cccc(N2C(=O)CC(N(CCc3ccc(OC)c(OC)c3)C(=O)CC)C2=O)c1 (centres undefined),-2,-0.8,-56&-21,0.7,-0.5,0.1,-15&-15,-21,-3
COC(=O)Cn1ncc2c(C)n(Cc3ccccc3)c(C)c2c1=O,-4,1.1,-42,0.3,1.5,0.3,-10,-5,1
Cc1cc(/C=C2\C(=N)N3C(SCc4ccccc4)=NSC3=NC2=O)c(C)n1Cc1ccccc1,-1,1.6,i,0.6,0.7,-0.2,-19,14,0
Cc1ccc(SC(C)C(=O)Nc2c(C)n(C)n(-c3ccccc3)c2=O)cc1 (centres undefined),0,-1.0,-14,0.5,-0.6,1.3,0,1,2
CN(C)c1cccc(C(=O)Nc2cc(C(F)(F)F)ccc2-n2cnc3ccccc32)c1,4,-0.7,26,-0.2,2.6,-2.9,-2,-13,5
CNc1nc(N)c(C(=O)C(C)(C)C)s1,-5,1.0,16,0.4,0.8,0.1,12,-9,0
Cc1cnc(NC(=O)COc2ccccc2Cl)s1,0,0.5,11,0.6,0.1,0.6,-2,-2,4
CCc1nc(SCc2cccnc2)c2c(=O)n(C)c(=O)n(C)c2n1,0,-0.4,-10,-0.4,1.6,-0.4,24,-18,6
O=c1[nH]n(-c2cccc(Cl)c2)c2ncccc12,4,-0.6,20,-0.3,-2.3,0.3,21,2,3
COc1ccc(S(=O)(=O)N2CCC(C(=O)OCC(=O)c3ccccc3)CC2)cc1[N+](=O)[O-],-4,0.0,-4,0.8,1.0,2.7,39,-4,3
O=C(NCc1ccncc1)c1cc(-c2ccc(Cl)cc2)oc1C(F)(F)F,-3,-1.3,-19,2.6,1.7,5.7,-25,1,-1
COc1ccc(C(N)CCc2ccc(C)o2)cc1 (centres undefined),-6,-0.7,0,-0.2,1.1,-0.8,-4,2,1
COc1ccc(CCNC(=O)c2sc(=S)n(C)c2N)cc1,7,-0.4,-11,-0.4,-1.0,1.0,-34,-15,3
CC(C)c1ccc(/C=c2\sc3nc(-c4ccncc4)nn3c2=O)cc1,4,-0.8,-13,0.1,-1.3,0.5,-37,-5,2
Cc1ccc(NC(=O)CN2CCC(NC(=O)Cc3ccccc3)CC2)cc1C,2,-0.8,23,0.2,-1.1,-0.1,-38,-7,4
Cc1cc(NC(=O)c2ccc([N+](=O)[O-])o2)ccc1NC(=O)c1ccco1,83*,-0.9,-4,0.6,-5.6,0.8,-93&-90,90*,78*
Cc1ccc(N(Cc2cc3ccc(C)cc3[nH]c2=O)C(=O)c2ccco2)cc1,-4,0.8,1,0.1,1.0,-0.9,-3,2,-4
COC(=O)[C@H](Cc1ccccc1)NC(=O)NCc1ccccc1,3,-1.0,30,-0.1,1.8,1.1,16,-2,-1
O=S(=O)(NCc1cn2ccccc2n1)c1ccccc1F,-1,1.5,0,1.4,-1.0,0.1,-14,16,-2
CCOc1ccc(C(CC(=O)O)NC(=O)C23CC4CC(CC(C4)C2)C3)cc1OC (centres undefined),-3,1.3,-11,0.7,-0.6,-0.2,24,-3,1
CCOC(=O)c1cc(CC)sc1NC(=O)c1ccc(N2C(=O)CCC2=O)cc1,-3,0.0,-100,-0.1,-2.1,0.2,59,-19,-3
O=C(O)CCC(=O)Nc1nnc(C(F)(F)F)s1,-2,0.2,-32,0.9,-1.1,0.6,37&-12,-4,0
COc1ccc(NC(=O)OC(CN2CCCCC2)C(F)(F)F)cc1 (centres undefined),-1,-0.7,39,-0.2,0.1,1.3,10,-10,0
Cc1ccccc1OCC(=O)OCC(=O)NCC1CCCO1 (centres undefined),-1,0.9,-19,0.7,2.1,1.7,36,-6,4
Cc1cccc(NC(=O)c2cc(-c3ccc(C)s3)nc3ccccc23)n1,1,-0.6,-179,0.1,0.3,0.1,22,-2,3
Cc1cc(C)n(CC(O)COc2ccc3ccccc3c2)n1 (centres undefined),0,-0.3,7,0.2,0.7,-1.2,-44&-62,-9,1
